Apaf1 inhib = inhibitors of human Apaf-1 apoptosome, primary screen, biochemical, DEVD-Rh110 fluorescence, uHTS | reconstituted apoptosome caspase-3 activity | inhibition, % at 20 µM | hit rate 0.71% among 330,000 | AID 489030, 2010; active = inhibition of at least 40% at 20 µM;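 also: plate controls were DMSO wells for no effect and DEVD-CHO caspase inhibitor wells for full effect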
Target sequence (O14727 whole entry, looked up): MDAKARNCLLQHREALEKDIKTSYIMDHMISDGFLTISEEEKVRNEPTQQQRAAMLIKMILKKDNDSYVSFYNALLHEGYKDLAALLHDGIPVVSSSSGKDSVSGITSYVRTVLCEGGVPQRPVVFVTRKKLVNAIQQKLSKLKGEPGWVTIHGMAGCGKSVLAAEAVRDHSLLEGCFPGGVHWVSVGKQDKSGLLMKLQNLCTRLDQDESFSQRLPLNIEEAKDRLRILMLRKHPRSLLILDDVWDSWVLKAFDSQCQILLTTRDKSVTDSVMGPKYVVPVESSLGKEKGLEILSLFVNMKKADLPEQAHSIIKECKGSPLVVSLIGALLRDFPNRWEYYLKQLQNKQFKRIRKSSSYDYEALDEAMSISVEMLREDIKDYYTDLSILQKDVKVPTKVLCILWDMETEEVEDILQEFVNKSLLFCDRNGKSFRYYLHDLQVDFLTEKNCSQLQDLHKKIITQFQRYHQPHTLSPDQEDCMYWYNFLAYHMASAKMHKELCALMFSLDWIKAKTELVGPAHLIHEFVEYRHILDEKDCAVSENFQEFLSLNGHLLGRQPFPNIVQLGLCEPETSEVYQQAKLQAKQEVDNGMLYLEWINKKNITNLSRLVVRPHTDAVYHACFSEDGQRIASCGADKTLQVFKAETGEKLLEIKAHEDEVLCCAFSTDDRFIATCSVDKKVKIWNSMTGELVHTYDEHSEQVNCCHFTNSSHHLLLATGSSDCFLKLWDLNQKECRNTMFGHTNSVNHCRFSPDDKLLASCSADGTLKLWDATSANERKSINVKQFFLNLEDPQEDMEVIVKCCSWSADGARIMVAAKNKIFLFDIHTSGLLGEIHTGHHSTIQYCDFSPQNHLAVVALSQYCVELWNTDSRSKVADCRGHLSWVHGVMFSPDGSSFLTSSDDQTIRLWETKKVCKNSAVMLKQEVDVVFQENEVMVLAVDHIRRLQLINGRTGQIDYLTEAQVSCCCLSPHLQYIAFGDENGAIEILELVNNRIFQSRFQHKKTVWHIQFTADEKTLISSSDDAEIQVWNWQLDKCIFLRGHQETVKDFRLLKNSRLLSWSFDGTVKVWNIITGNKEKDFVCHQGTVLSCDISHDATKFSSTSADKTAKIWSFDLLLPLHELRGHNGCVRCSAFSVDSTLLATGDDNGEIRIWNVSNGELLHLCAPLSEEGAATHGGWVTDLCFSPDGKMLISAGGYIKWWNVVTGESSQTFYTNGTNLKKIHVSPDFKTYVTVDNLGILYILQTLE
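System – cell-free apoptosome with Apaf-1, procaspase-3 and caspase-9 · Buffer or medium – pH 7.5 Hepes buffer with CHAPS, BSA, DTT · Also added – cytochrome c with DEVD-Rh110 · Times – 30 min compound preincubation, 50 min activation, room temperature · Technique – Rh110 fluorescence intensity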
SENP6 block = SENP6 protease inhibitors, primary screen, biochemical, luminescence, uHTS. Sentrin-specific protease 6 (Homo sapiens), Q9GZR1. Recombinant SENP6 catalytic domain, aminoluciferin luminescence. inhibition, % at 10 µM. hit rate 1.8% among 330,000;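 active = inhibition above about 50% at the single tested dose, limit read from the data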;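 also: plate controls were DMSO wells with enzyme for no effect and DMSO wells lacking enzyme for full effect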
HKDC1 inhibitor = HKDC1 hexokinase inhibitors, primary screen, biochemical, fluorescence, uHTS; Q2TB90; hit rate 0.16% among 340,000; recombinant HKDC1, G6PDH/diaphorase resazurin coupled fluorescence; inhibition, % at 20 µM;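 active = inhibition above about 35% when tested at 20 µM, limit read from the data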;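 also: plate controls were DMSO wells with enzyme for no effect and DMSO wells lacking enzyme for full effect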
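System: Recombinant HKDC1 hexokinase | Amount: HKDC1 at 5 µg/mL | Reagent: Glucose with 1 mM ATP | Doses: Single 20 µM dose | Incubation: Reaction time 90 min, room temperature, protected from light | Signal: Coupled resazurin fluorescence, excitation 525 nm, emission 613 nm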
SENP7 block = SENP7 protease inhibitors, primary screen, biochemical, luminescence, uHTS; AID 434973, 2010; recombinant SENP7, Z-RLRGG-aminoluciferin luminescence, 40 min; hit rate 1.5% among 330,000; inhibition, % at 5 µM;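 active = inhibition above about 50% at the single test dose, limit read from the data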;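 also: plate controls were DMSO with enzyme for no effect and no enzyme buffer wells for full effect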
SENP8 block-1 = SENP8 protease inhibitors, primary screen, biochemical, luminescence; inhibition, % at 10 µM; hit rate 1.2% among 330,000; purified SENP8, Z-RLRGG-aminoluciferin cleavage; Sentrin-specific protease 8 (Homo sapiens), Q96LD8; AID 2540, 2010; in the data active = inhibition above about 50%
SENP8 block-2 = human SENP8 protease inhibitors, primary screen, biochemical, fluorescence, Nedd8 protein substrate, uHTS; Sentrin-specific protease 8 (Homo sapiens), Q96LD8; recombinant SENP8; inhibition, % at 20 µM; hit rate 0.64% among 360,000; AID 602440, 2012; in the data active = inhibition mostly above about 40%, no sharp cut-off; inactive = mostly below about 27%
SENP1 inh = human SENP1 catalytic domain inhibitors, primary screen, biochemical, FRET, uHTS. hit rate 0.21% among 360,000. recombinant SENP1 catalytic domain, CyPet-SUMO1-YPet FRET cleavage. Sentrin-specific protease 1 (Homo sapiens), Q9P0U3. inhibition, % at 10 µM. AID 624204, 2012;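 active = inhibition at least 30% at 10 µM, raw YFP signal under a set limit, fluorescence ratio 0.5 to 1.5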;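 also: 0% = enzyme with DMSO and 100% = no enzyme wells; some results filed as inactive read as strong as hits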
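Compound: 10 µM single point, 0.5% DMSO; Test system: hSENP1 catalytic domain, recombinant; Timing: 50 min reaction at room temperature; Technique: FRET, CFP and YFP emission; Control set: no-enzyme wells low, DMSO-plus-enzyme wells high control.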
PfG6PD inh = PfG6PD enzyme inhibitors, primary screen, biochemical, fluorescence intensity, uHTS; glucose-6-phosphate dehydrogenase-6-phosphogluconolactonase (Plasmodium falciparum 3D7); AID 504690, 2011; PfGluPho enzyme, NADPH resazurin-diaphorase fluorescence; hit rate 0.78% among 350,000; inhibition, % at 20 µM;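 active = inhibition reaching at least a set limit at 20 µM in the primary screen, cut at about 59% in these data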;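 also: 0% = DMSO wells with substrate and 100% = DMSO wells lacking glucose-6-phosphate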
* = called active by the depositor; / = not tested or not shown.

nr	SMILES	Apaf1 inhib	SENP6 block	HKDC1 inhibitor	SENP7 block
1	CC1=CC(C)(C)N=C(Nc2ccc(C)cc2)S1	2	-14	4	-10
2	Cc1ccc(-n2c(SCC(=O)O)nc3sc4c(c3c2=O)CC(C)(C)SC4)cc1	/	/	1	/
3	COc1ccc(NC(=O)CSc2nnc(-c3ccccn3)n2Cc2ccco2)cc1OC	-2	-17	-3	-18
4	NS(=O)(=O)c1cccc(NC(=O)COC(=O)CN2C(=O)C3CC=CCC3C2=O)c1 (stereo not drawn)	1	19	17	7
5	Cc1ncc(CN=Cc2ccc(Cl)cc2)c(N)n1	-5	6	-4	-3
6	O=C1CCCc2c1oc1c2CCCC1	/	/	4	/
7	O=C(COC(=O)CC1CCCC1)Nc1ccccc1[N+](=O)[O-]	4	-11	2	2
8	CCOC(=O)c1sc2nc(C)nc(N3CCCCC3C)c2c1C (stereo not drawn)	16	10	3	-2
9	CCOC(=O)c1[nH]c(C)c(C(=O)OCC(=O)N2CC(=O)Nc3ccccc32)c1C	-5	-2	3	3
10	CN1CCN(CCCNC(=O)c2cc3c(-c4ccc(Cl)cc4)nn(C)c3s2)CC1	43*	4	-4	-8
11	COc1ccc(/C=N/n2cnc3c([nH]c4ccc(C)cc43)c2=O)cc1CN1CCCC1	-4	9	2	-1
12	COc1cc2c(cc1OC)C(=O)N1[C@H]3c4cc(C)ccc4OC[C@@H]3[C@H](c3ccccc3)[C@]1(C)C(=O)N2	7	0	5	0

nr	SENP8 block-1	SENP8 block-2	SENP1 inh	PfG6PD inh
1	-10	15	-2	11
2	/	13	3	9
3	-9	15	2	-1
4	-6	26	1	-17
5	6	20	2	1
6	/	16	1	5
7	-15	31	3	-6
8	11	-92	4	-7
9	-6	4	0	-12
10	4	-124	0	3
11	12	-34	-5	17
12	1	-15	-21	-8

Next section:
nr	SMILES	Apaf1 inhib	SENP6 block	HKDC1 inhibitor	SENP7 block
13	O=C(Nc1ccc(S(=O)(=O)N2CCOCC2)cc1)c1cc(S(=O)(=O)N2CCOCC2)ccc1Cl	8	-7	-2	-3
14	Cc1ccc(S(=O)(=O)N[C@H](C(=O)NCC2CCC(C(=O)O)CC2)C(C)C)cc1 (stereo partly drawn)	-1	10	-2	-3
15	Cc1cccc(N(CC(O)CON=C2c3ccccc3-c3ccccc32)S(C)(=O)=O)c1 (stereo not drawn)	23	-11	-1	1
16	O=C(O)c1cccc(Sc2cc(Cl)ccc2C(=O)O)c1	13	-8	2	-2
17	Clc1ncn(CCOc2ccccc2)c1Cl	-9	13	-5	4
18	COC(=O)c1c(NC(=O)c2cccc(N3C(=O)CCC3=O)c2)sc2c1CCN(C(C)=O)C2	2	5	13	-5
19	Cc1nc2ccccc2cc1C(=O)N/N=C/c1cccc([N+](=O)[O-])c1	-2	-7	-11	5
20	CSc1ncccc1C(=O)OCC(=O)NC1CCCc2ccccc21 (stereo not drawn)	11	1	-8	9
21	COc1ccc(NC2CCCN(C(=O)CCc3scnc3C)C2)cc1 (stereo not drawn)	-3	2	-5	-10
22	O=C1/C(=C/c2cccs2)SC(=S)N1C1CCS(=O)(=O)C1 (stereo not drawn)	-9	-6	-1	1
23	CCN(CC)c1ccc(NC(=O)C2CC(=O)N(Cc3ccccc3)C2)cc1 (stereo not drawn)	5	-4	5	7
24	O=C(CSc1n[nH]c(-c2ccccc2)n1)NC1CCCCC1	2	0	-1	-2

nr	SENP8 block-1	SENP8 block-2	SENP1 inh	PfG6PD inh
13	-2	1	-2	2
14	6	5	2	-15
15	-3	5	0	7
16	1	22	-1	4
17	-4	1	2	14
18	-5	-185	-11	18
19	0	17	0	8
20	2	6	1	-11
21	-5	12	0	5
22	10	/	/	-8
23	0	15	0	25
24	1	1	2	-2

Full records as entered above:
Clc1ncn(CCOc2ccccc2)c1Cl in the list: Apaf1 inhib: -9; SENP6 block: 13; HKDC1 inhibitor: -5; SENP7 block: 4; SENP8 block-1: -4; SENP8 block-2: 1; SENP1 inh: 2; PfG6PD inh: 14
Cc1cccc(N(CC(O)CON=C2c3ccccc3-c3ccccc32)S(C)(=O)=O)c1 (stereo not drawn) in the list: Apaf1 inhib: 23; SENP6 block: -11; HKDC1 inhibitor: -1; SENP7 block: 1; SENP8 block-1: -3; SENP8 block-2: 5; SENP1 inh: 0; PfG6PD inh: 7
COc1ccc(NC2CCCN(C(=O)CCc3scnc3C)C2)cc1 (stereo not drawn) in the list: Apaf1 inhib: -3; SENP6 block: 2; HKDC1 inhibitor: -5; SENP7 block: -10; SENP8 block-1: -5; SENP8 block-2: 12; SENP1 inh: 0; PfG6PD inh: 5

The results go on.
nr	SMILES	Apaf1 inhib	SENP6 block	HKDC1 inhibitor	SENP7 block
25	O=C(CN1CCCCCC1)NCC1CCCO1 (stereo not drawn)	-2	27	-9	-1
26	COc1ccc(C(C(=O)NCc2ccccc2)N(C(=O)c2snc(C(N)=O)c2N)c2ccccc2OC)cc1OC (stereo not drawn)	8	10	-1	-2
27	O=C(CSc1ncnc2ccccc12)Nc1cccc(S(=O)(=O)N2CCOCC2)c1	4	-7	-11	5
28	CCC1CCCCN1CCCNC(=O)CS(=O)Cc1nc(-c2ccc(OC)c(OC)c2)oc1C (stereo not drawn)	0	-24	-5	12
29	Cc1cccc(N2Cc3ccc(Br)cc3C2)c1	19	14	5	-12
30	COc1cc2nc(SCC(N)=O)n(CCC3=CCCCC3)c(=O)c2cc1OC	-35	-5	-6	0
31	c1ccc(CN2CCc3[nH]c4ccccc4c3C2)cc1	/	/	-3	/
32	CCN(Cc1ccncc1)C(=O)c1cc(COc2ccc(C)c(C)c2)on1	20	-8	-4	-4
33	O=C(O)CSc1nnc(-c2cccnc2)n1Cc1ccccc1	-17	-12	1	5
34	CCC(=O)NCCNc1nc2cc(C)c(C)cc2cc1C#N	2	3	2	3
35	COc1cccc(C(=O)NNC2OC(CO)C(O)C2O)c1 (stereo not drawn)	-3	-8	5	6
36	CCCc1cc(-c2n[nH]c(=S)n2CC)c2ccccc2n1	28	-4	-4	11

nr	SENP8 block-1	SENP8 block-2	SENP1 inh	PfG6PD inh
25	5	7	0	-5
26	4	-301	-35	9
27	-3	-31	-11	8
28	-1	-4	-2	-17
29	10	-13	3	12
30	5	2	2	0
31	/	-62	-9	7
32	-2	1	1	12
33	5	7	1	-9
34	0	-265	-118	15
35	-1	-5	1	-2
36	-4	24	0	10

A few values from the entries so far:
HKDC1 inhibitor result of #25 → -9
SENP8 block-2 result of #34 → -265
SENP1 inh result of #27 → -11
SENP8 block-1 result of #28 → -1
HKDC1 inhibitor result of #30 → -6
SENP6 block result of #26 → 10

New compounds follow
nr	SMILES	Apaf1 inhib	SENP6 block	HKDC1 inhibitor	SENP7 block
37	Cc1cc(-c2n[nH]c(=S)n2/N=C/c2c[nH]c3ccccc23)n[nH]1	7	-1	1	17
38	Cc1ccc(S(=O)(=O)CCC(=O)OCC(=O)NC(C)c2ccccc2)cc1 (stereo not drawn)	2	-22	1	-5
39	CCOc1ccccc1NC(=O)CSc1nnc(-c2ccco2)o1	-7	-3	-9	3
40	CCc1nc(N)nc(N)c1-c1ccc(Cl)c([N+](=O)[O-])c1	/	/	-2	/
41	CCOc1ccccc1CNCCNCC(C)O (stereo not drawn)	-6	-23	1	-3
42	CC(C)(C)n1ncc2c(=O)n(CC(=O)NCc3ccccc3Cl)cnc21	-6	-4	6	5
43	Cc1cccc(C(=O)N[C@H](C(=O)Nc2ccc(C)c(S(=O)(=O)N(C)C)c2)C(C)C)c1	12	-20	-13	-4
44	O=S(=O)(c1ccc(F)c(F)c1)N1CCN(c2ccccn2)CC1	-12	12	0	2
45	Cc1cc(C)c(S(=O)(=O)N2CCCCC2CCNC(=O)C(=O)NCC2CCCO2)c(C)c1 (stereo not drawn)	13	-2	-1	-2
46	COc1ccc(CCNC(=O)c2c(O)c3ccccc3[nH]c2=O)cc1OC	14	-17	-7	0
47	CCNc1nc(C)nc2c1cnn2C	/	/	-8	/
48	CCOC(=O)c1cnc2oc3ccccc3n2c1=O	-4	-8	-5	-10

nr	SENP8 block-1	SENP8 block-2	SENP1 inh	PfG6PD inh
37	4	20	-3	40
38	-8	7	0	-11
39	3	20	0	12
40	/	7	1	7
41	2	25	0	-31
42	-4	8	-3	-23
43	-11	2	2	17
44	-7	12	-2	-14
45	-12	6	2	-17
46	9	3	0	-10
47	/	6	1	3
48	-12	-157	-14	16

The listing continues.
nr	SMILES	Apaf1 inhib	SENP6 block	HKDC1 inhibitor	SENP7 block
49	CCn1c(=O)c(=O)[nH]c2cc(C(=O)NC(C)c3ccc(S(N)(=O)=O)cc3)ccc21 (stereo not drawn)	7	4	-2	-3
50	CN1CCN(C(=O)CSc2ccc(C(F)(F)F)cc2[N+](=O)[O-])CC1	2	-4	-10	-8
51	CCNC(=S)N/N=C(\C)c1cccc(OC)c1	-25	-9	-9	2
52	COC(=O)c1ccc(NC(=O)COc2ccccc2OC)cc1	-11	7	0	2
53	COc1ccc(NC(=O)C23CC4CC(C2)CC(c2ccccc2)(C4)C3)c(OC)c1	19	9	-7	6
54	CCCc1cc(=O)[nH]c(SCCN2C(=O)c3ccccc3C2=O)n1	-14	-5	-5	3
55	CCOc1cccc(N(C(=O)c2ccco2)C(C(=O)NC2CCCC2)c2cccnc2)c1 (stereo not drawn)	8	3	-3	0
56	CCCOC(=O)c1ccc(Nc2nc(C)cc(=O)[nH]2)cc1	6	-8	-6	-3
57	Cc1ccc(NC(=S)NCCN(C2CCCCC2)C2CCCC2)cc1	4	-7	-6	2
58	CCOc1ccc(-c2cc(C(=O)NN3CCN(C)CC3)c3cc(Cl)ccc3n2)cc1	7	-14	/	-1
59	N#Cc1ccccc1NC(=O)CN1CCOCC1	7	-30	-3	1
60	CCCc1cc(C(=O)OC)c(NC(=O)OCC)s1	0	-12	-10	2
61	O=C(Nc1ccccc1Br)c1cccc2ccccc12	-12	2	-1	6

nr	SENP8 block-1	SENP8 block-2	SENP1 inh	PfG6PD inh
49	-6	-96	-11	6
50	-8	-20	2	-10
51	-7	6	3	-7
52	4	3	1	-18
53	2	3	0	19
54	4	5	0	1
55	2	-1	0	19
56	-7	-62	-4	16
57	-7	20	4	1
58	-3	/	/	/
59	-6	3	-2	-5
60	-2	8	0	6
61	1	14	2	22

Some of the entries so far, with values under each structure.
Results follow in this order: Apaf1 inhib | SENP6 block | HKDC1 inhibitor | SENP7 block | SENP8 block-1 | SENP8 block-2 | SENP1 inh | PfG6PD inh
15) Cc1cccc(N(CC(O)CON=C2c3ccccc3-c3ccccc32)S(C)(=O)=O)c1 (stereo not drawn)
 : 23 | -11 | -1 | 1 | -3 | 5 | 0 | 7
27) O=C(CSc1ncnc2ccccc12)Nc1cccc(S(=O)(=O)N2CCOCC2)c1
 : 4 | -7 | -11 | 5 | -3 | -31 | -11 | 8
